# Source: PubChem
# hERG protect: hERG rescue from dofetilide block, primary screen, cell-based, CHO-hERG, FluxOR thallium flux, dofetilide IC70; Voltage-gated inwardly rectifying potassium channel KCNH2 (Homo sapiens), Q12809; dofetilide IC70 present; activation (rescue from dofetilide block), less the hit threshold, % at 10 µM; 310,000 compounds, 0.51% hits;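 active = activation above the mean of controls blocked by dofetilide plus 5 SD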;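 also: thallium influx through hERG after potassium depolarization seen as dye fluorescence rise; in these data hits start at about 4.7%; inactives centre near -7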
# DYRK1A inh: rat Dyrk1A kinase inhibitors, primary screen, biochemical, single point, plate reader; Dual specificity tyrosine-phosphorylation-regulated kinase 1A (Rattus norvegicus), Q63470; inhibition, % at 12.5 µM; ADP-Glo luminescence, NFATc1 peptide; 310,000 compounds, 0.43% hits; AID 504441, 2011; in the data active = inhibition above about 50%;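 also: plate controls were vehicle with enzyme for no effect and no enzyme for full effect; many of its hits are not listed in these tables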
# PolyA inhibitor: polyadenylation inhibitors in yeast reporter cells, primary screen, luminescence, S. cerevisiae; calls only at 12 µM; S. cerevisiae SKY197-pL101 polyadenylation reporter, beta-gal luminescence; efflux-impaired pdr1/pdr3 knockout yeast; score 100 = 6 SD above DMSO; 300,000 compounds, 0.02% hits;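 active = lowest replicate activity score at least 50, where 100 means six control SD above control mean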;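 also: yeast exposed to compound for 9 h at 30 °C; higher score means more reporter readthrough which indicates perturbed polyadenylation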
# GSK3A inh: blockers of GSK3A enzyme activity – biochemical, luminescence, cell-free homogeneous, HTS, primary screen; GSK-3 alpha kinase, ADP-Glo luminescence, 60 min; inhibition, % at 10 µM; 320,000 compounds, 0.1% hits; AID 2650, 2010;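 in the data active = inhibition above about 50%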;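 also: GST-tagged GSK-3 alpha with peptide substrate and 25 µM ATP; 0% = DMSO neutral wells and 100% = GW8510 positive control wells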
# Target sequence (P49840 whole entry, looked up): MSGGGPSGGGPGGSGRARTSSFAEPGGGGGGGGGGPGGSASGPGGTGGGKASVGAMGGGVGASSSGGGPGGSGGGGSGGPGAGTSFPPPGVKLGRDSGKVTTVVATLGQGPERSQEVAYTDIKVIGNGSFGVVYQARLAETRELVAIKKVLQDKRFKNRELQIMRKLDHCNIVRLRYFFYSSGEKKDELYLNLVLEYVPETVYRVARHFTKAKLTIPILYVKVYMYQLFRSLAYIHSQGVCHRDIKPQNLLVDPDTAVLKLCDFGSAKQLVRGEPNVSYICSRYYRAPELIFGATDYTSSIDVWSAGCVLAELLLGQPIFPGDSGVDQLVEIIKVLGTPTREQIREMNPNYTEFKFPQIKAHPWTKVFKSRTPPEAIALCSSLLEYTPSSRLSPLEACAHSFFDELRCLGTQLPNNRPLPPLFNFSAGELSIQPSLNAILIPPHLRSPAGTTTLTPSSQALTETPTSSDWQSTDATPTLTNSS
# RGS4 inh: RGS4 inhibitors, primary screen, cell-based, HEK293 M3R inducible RGS4, calcium flux; Fluo-4 calcium flux; hits give high values; triggered by carbachol at its EC20; AID 463165, 2010; 310,000 compounds, 0.45% hits; B-score at 10 µM; Regulator of G-protein signaling 4 (Homo sapiens), P49798;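 active = B-score, a plate-corrected calcium signal, over three deviations above library mean, with baseline fluorescence within five deviations of library mean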;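 also: RGS4 expression induced by doxycycline in cells with stable M3 receptor; B-score is computed from the integrated fluorescence ratio over baseline after carbachol; higher B-score means a larger calcium signal and so more RGS4 inhibition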
# Target sequence (P49798 whole entry, looked up): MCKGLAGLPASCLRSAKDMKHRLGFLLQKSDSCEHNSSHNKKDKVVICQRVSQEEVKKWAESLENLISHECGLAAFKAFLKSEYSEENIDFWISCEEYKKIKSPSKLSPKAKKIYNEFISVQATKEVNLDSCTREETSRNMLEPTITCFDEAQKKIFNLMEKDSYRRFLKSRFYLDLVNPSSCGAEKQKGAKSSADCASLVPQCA
# KCNK3 block: human KCNK3 channel inhibitors, primary screen, CHO cells, FluxOR thallium flux, B-score. AID 602410, 2012. 340,000 compounds, 0.84% hits. Potassium channel subfamily K member 3 (Homo sapiens), O14649. B-score at 10 µM. FluxOR fluorescence; hits give low values;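 active = B-score under library mean minus 4 SD, starting fluorescence ratio at most library mean plus 5 SD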;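 also: more negative B-score means stronger inhibition of thallium flux through KCNK3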
# Target sequence (O14649 whole entry, looked up): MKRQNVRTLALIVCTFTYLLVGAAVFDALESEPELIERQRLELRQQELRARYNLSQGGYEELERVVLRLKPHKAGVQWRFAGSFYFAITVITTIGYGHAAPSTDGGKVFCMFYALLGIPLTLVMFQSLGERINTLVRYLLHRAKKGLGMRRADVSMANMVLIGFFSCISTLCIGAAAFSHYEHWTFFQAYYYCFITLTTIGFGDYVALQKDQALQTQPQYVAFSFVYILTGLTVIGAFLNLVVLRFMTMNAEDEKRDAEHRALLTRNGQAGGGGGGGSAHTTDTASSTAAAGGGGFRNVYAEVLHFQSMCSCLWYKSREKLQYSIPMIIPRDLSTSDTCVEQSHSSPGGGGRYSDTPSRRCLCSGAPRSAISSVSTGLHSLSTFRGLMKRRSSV
# GSK3B inh: human GSK3beta kinase inhibitors, primary screen, biochemical, cell-free homogeneous, HTS; 300,000 compounds, 0.038% hits; Glycogen synthase kinase-3 beta (Homo sapiens), P49841; AID 2097, 2009; activity score (negative = inhibition), % at 10 µM; GST-GSK3beta kinase, ADP-Glo luminescence, 60 min; hits give low values;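 active = more than half of replicate wells score below -50%, meaning over 50% inhibition versus plate controls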;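 also: 0% = median DMSO wells and -100% = median GW8510 positive control wells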
#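 Test system – GST-tagged human GSK3beta kinase, cell-free · Incubation – 60 min enzyme reaction, room temperature · Signal – ADP-Glo luminescence · Also added – peptide substrate and ATP at 25 µM · Controls – DMSO neutral wells and GW8510 at 20 µM as positive · Buffer or medium – Tris/MgCl2 kinase buffer · Measure – Luminescence-derived activity versus plate DMSO and GW8510 wells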
# KCNQ1 act: potentiators or activators of KCNQ1 channel, primary screen, cell-based, thallium flux, high-throughput | CHO-K1 KCNQ1, thallium flux FluxOR fluorescence; hits give high values | B-score at 10 µM | 310,000 compounds, 0.35% hits;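 active = fluorescence ratio B-score, a plate-corrected score, at least three library SD, with initial intensity B-score within 5 SD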
#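 System: Stable KCNQ1 CHO-K1 line | Incubation: 90 min dye loading and 20 min compound exposure, both at room temperature | Measure: Ratio B score | Medium: Assay buffer for compound exposure, DMSO matched across wells | Compound dosing: Single-concentration screen | Probe or stimulus: K+/Tl+ depolarizing stimulus | Measured by: Kinetic FluxOR fluorescence, 10 s baseline plus 110 s post-stimulus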
# KCNQ1 block: inhibitors of human KCNQ1 channel, primary screen, cell-based, thallium flux, high-throughput; AID 2642, 2010; 310,000 compounds, 1.3% hits; Potassium voltage-gated channel subfamily KQT member 1 (Homo sapiens), P51787; B-score at 10 µM; CHO-K1 KCNQ1, FluxOR thallium flux fluorescence; hits give high values;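 active = compounds whose thallium flux B-score, printed positive for inhibition, exceeds three library SD while starting fluorescence stays within three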;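 also: channel opened by potassium depolarization with thallium stimulus after 20 min compound exposure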
# KCNK9 block: KCNK9 potassium channel inhibitors, primary screen, HEK293 cells, thallium flux; Potassium channel subfamily K member 9 (Homo sapiens), Q9NPC2; FluxOR thallium flux fluorescence; hits give low values; B-score at 10 µM; 310,000 compounds, 1.2% hits;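 active = ratio B-score over 3 SD below the library mean, with starting fluorescence within 5 SD of its mean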;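 also: negative B-score means less thallium flux so channel inhibition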
# RGS4 pot: RGS4 potentiators or activators, primary screen, cell-based, HEK293 M3R inducible RGS4, calcium flux; B-score at 10 µM; 310,000 compounds, 0.92% hits; AID 463111, 2010; carbachol calcium flux Fluo4; hits give low values;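 active = B-score of the integrated calcium signal more than 4 SD below the library mean, with starting fluorescence not abnormally high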;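 also: negative B-score means reduced calcium response which marks RGS4 activation or potentiation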
#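 Detection: kinetic calcium fluorescence imaging with Fluo4-AM dye, 2 µM / Material: HEK293 cells with stable M3R and inducible RGS4 / Schedule: recording 10 s baseline at 1 Hz, 100 s post-agonist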
# The depositor's hits bear a star; i = inactive; · = no result given. These rows are one share of the data. The share of hits here may be higher or lower than overall.
# Below each compound: hERG protect	DYRK1A inh	PolyA inhibitor	GSK3A inh	RGS4 inh	KCNK3 block	GSK3B inh	KCNQ1 act	KCNQ1 block	KCNK9 block	RGS4 pot
- CCOc1ccc(NC(=O)CSc2nnc(NC(=O)C3CC3)s2)cc1
  -4	-3	i	2	i	i	1	i	i	i	i
- O=C(NCc1ccccc1)c1ccc(-c2ccccc2C(F)(F)F)o1
  -8	6	i	-3	i	i	5	i	i	i	i
- Nc1nnc(SCc2cc3c(cc2Cl)OCO3)s1
  -4	1	i	-1	i	i	1	i	i	i	i
- CCC(C)(C)C1CCc2c(sc(NC(=O)c3ccccc3C(=O)O)c2C#N)C1 (stereo not drawn)
  15*	-8	i	-1	i	i	3	9*	i	i	i
- CN(C)CCOC(=O)Cc1ccc(Cl)cc1
  3	-3	i	-2	i	i	-4	i	i	i	i
- Cc1c(NC(=O)Nc2cc(F)c(F)cc2Cl)c(=O)n(-c2ccccc2)n1C
  0	·	i	0	i	i	-3	i	i	i	i
- O=C(NNS(=O)(=O)c1ccc(F)c(Cl)c1)c1cccc(S(=O)(=O)N2CCOCC2)c1
  -9	-3	i	-3	i	i	0	i	i	i	i
- O=C(NCCCN1CCCC1=O)c1ccc2c(c1)ncn2C1CCCCC1
  -4	2	i	-1	i	i	-2	i	i	i	i
- Cn1cnnc1SCC(=O)NC(=O)NC1CCCC1
  -1	0	i	-1	i	i	0	i	i	i	i
- CS(=O)(=O)N1CCn2c1nc1ccccc12
  -5	0	i	0	i	i	0	i	i	i	i
- COc1ccc(C(=O)OCC(=O)NC(=O)NC2CCCC2)c(OC)c1
  -12	·	i	-1	i	i	0	i	i	i	i
- COC(=O)c1cc(O)cc(OC)c1C(=O)c1c(O)cc(C)cc1O
  -4	13	i	-3	i	i	-1	i	i	i	i
- O=S(=O)(NCc1cccnc1)c1cccc2nsnc12
  -9	0	i	-2	i	i	-2	i	i	i	i
- CN(C)c1ccc(C(=O)NCC(c2cccs2)N2CCOCC2)cc1[N+](=O)[O-] (stereo not drawn)
  -18	2	i	-5	i	i	1	i	i	i	i
- NS(=O)(=O)c1ccc(NC(=O)Cn2nc(C(=O)O)c3ccccc3c2=O)cc1
  -1	-4	i	-1	i	i	3	i	i	i	i
- COc1ccc(OC)c(S(=O)(=O)Nc2ccc(O)c3ccccc23)c1
  11*	1	i	-2	i	i	1	i	i	i	i
- Cc1cccnc1NC(=O)c1cccc(S(=O)(=O)N2CCN(c3ccccc3)CC2)c1
  -6	1	i	1	i	i	0	i	i	i	i
- CCC(Sc1nc(=O)cc(N)n1CCc1ccccc1)C(=O)Nc1ccccc1C#N (stereo not drawn)
  -4	-5	i	4	i	i	-1	i	i	i	i
- O=C(N/N=C\c1cc([N+](=O)[O-])ccc1N1CCCC1)c1ccccn1
  -5	1	i	·	i	i	-2	i	i	i	i
- Cc1nn(C)c(Cl)c1C(=O)NCC(=O)NCc1ccccc1
  -9	4	i	-6	i	i	·	i	i	i	i
- CC1C(=O)O[C@@H]2C[C@@H](C)[C@@H]3CCC(=O)[C@@]3(C)[C@@H](O)[C@H]12 (stereo partly drawn)
  -1	6	i	2	i	i	1	i	i	i	i
- CC1CCN(S(=O)(=O)c2cccc(C(=O)Nc3ccccn3)c2)CC1
  -2	-5	i	-2	i	i	0	i	i	i	i
- CC1(C)CC(=O)C=C(NCc2ccccc2)C1
  -8	3	i	-5	i	i	4	i	i	i	i
- O=C(CSc1nc2ccccc2o1)Nc1ccccc1
  -5	9	i	-3	i	i	0	i	i	i	i
- O=C(CCN1C(=O)S/C(=C/c2ccccc2)C1=O)Nc1ccc(C(=O)O)c(O)c1
  -8	3	i	-1	i	i	-3	i	i	i	i
- COCCn1nnnc1C(c1cccc(OC)c1OC)N1CCN(C(=O)c2ccco2)CC1 (stereo not drawn)
  -5	-3	i	4	i	i	7	i	i	i	i
- CC(C)Cn1c(=O)c(C(=O)Nc2cnccn2)c(O)c2ccccc21
  -9	5	i	-1	i	i	0	i	i	i	i
- O=C(CCOc1ccccc1)Nc1ccnn1C1CCN(Cc2ccc(F)cc2)CC1
  -10	-6	i	-1	i	i	-9	i	i	i	i
- O=C(Nc1cccc2ncccc12)c1cccc(F)c1
  -10	17	i	1	i	i	-1	i	i	i	i
- NS(=O)(=O)c1cc(C(=O)OCC(=O)NC2CC2)ccc1Cl
  -6	3	i	-2	i	i	1	i	i	i	i

# Single records, from the list above.
# Record of `CS(=O)(=O)N1CCn2c1nc1ccccc12` : hERG protect = -5; DYRK1A inh = 0; PolyA inhibitor = i; GSK3A inh = 0; RGS4 inh = i; KCNK3 block = i; GSK3B inh = 0; KCNQ1 act = i; KCNQ1 block = i; KCNK9 block = i; RGS4 pot = i
# Record of `O=C(Nc1cccc2ncccc12)c1cccc(F)c1` : hERG protect = -10; DYRK1A inh = 17; PolyA inhibitor = i; GSK3A inh = 1; RGS4 inh = i; KCNK3 block = i; GSK3B inh = -1; KCNQ1 act = i; KCNQ1 block = i; KCNK9 block = i; RGS4 pot = i

# (list continues)
# Below each compound: hERG protect	DYRK1A inh	PolyA inhibitor	GSK3A inh	RGS4 inh	KCNK3 block	GSK3B inh	KCNQ1 act	KCNQ1 block	KCNK9 block	RGS4 pot
- CS/C(=C(/C#N)S(=O)(=O)c1ccc(Cl)cc1)N1CCOCC1
  -6	·	i	13	i	i	1	i	i	i	i
- CC(=O)c1ccc(NC(=O)C2CCCN2S(=O)(=O)c2cccc3cccnc23)cc1 (stereo not drawn)
  -6	9	i	-2	i	i	2	i	i	i	i
- COc1ccc(CC(=O)NCC(=O)Nc2ccccc2Br)cc1
  -4	-1	i	2	i	i	1	i	i	i	i
- CCOc1ccc(-c2nc3scc(-c4cccs4)c3c(=O)[nH]2)cc1
  -20	-7	i	-3	i	i	1	i	i	i	i
- Cc1cc(C(=O)CSc2nnnn2C)c(C)n1C1CC1
  -18	-8	i	-2	i	i	3	i	i	i	i
- CC(C)Sc1nc(N2CCOCC2)c2c3c(sc2n1)COC(C)(C)C3
  -6	0	i	-3	i	i	2	i	i	i	i
- Cc1[nH]c2ccccc2c1C(=O)CN1C(=O)NC2(CC(C)CC(C)(C)C2)C1=O (stereo not drawn)
  -5	1	i	1	i	i	2	i	i	i	i
- Cc1cc(C(=O)c2cnc(/N=C/N(C)C)s2)c(F)cc1Cl
  0	·	i	·	i	i	7	i	i	i	i
- CCN(C#N)c1nc(NC(C)C)nc(NC(C)C)n1
  -4	1	i	1	i	i	1	i	i	i	i
- COc1ccccc1N1CCN(CCC(=O)Nc2ccc3c(c2)OCO3)CC1
  -17	-3	i	1	i	i	-2	i	i	i	i
- Cc1ccnc(NC(=O)c2cccc(OC(F)F)c2)n1
  -8	2	i	0	i	i	-3	i	i	i	i
- CCN(CC)C(=O)c1cc2cc([N+](=O)[O-])ccc2s1
  -9	-2	i	2	i	i	3	i	i	i	i
- Cn1c(SCc2ccccc2)nnc1-c1cccs1
  -7	13	i	2	i	i	5	i	i	i	i
- O=C(c1ccc(COc2ccccc2Br)o1)N1N=C(C(F)F)CC1(O)C(F)F (stereo not drawn)
  -4	0	i	-1	i	i	1	i	i	i	i
- CCOC(=O)N1CCN(C(=O)CSc2nc(C)nc3c2c(=O)n(C)c(=O)n3C)CC1
  -11	-6	i	0	i	i	1	i	i	i	i
- COc1ccc(CCN=C(C)C2=C(O)C(c3ccccc3)OC2=O)cc1OC (stereo not drawn)
  -4	3	i	-3	i	i	0	i	i	i	i
- CCOC1(OCC)N=C(N)C2(C#N)C(c3cccc(C)c3)C12C#N (stereo not drawn)
  -3	46	i	-1	i	i	-1	i	i	i	i
- Cc1ccc(Cn2c(SCC(=O)N3CC(=O)Nc4ccccc43)nc3ccccc3c2=O)cc1
  -2	-6	i	0	i	i	0	i	i	i	i
- O=C(CCN1C(=O)S/C(=C\c2ccccc2)C1=O)NC1CCS(=O)(=O)C1 (stereo not drawn)
  -13	4	i	-2	i	i	-7	i	i	i	i
- CN1CCOCCOCCOCCN(C)C1=S
  -19	-4	i	-2	i	i	2	i	i	i	i
- Cc1cc(C)cc(C(=O)N2CCC(CCC(=O)NC3CC3)CC2)c1
  -7	5	i	-1	i	i	0	i	i	i	i
- O=C(NC1CCCCC1)C(c1cccs1)N(CCCN1CCOCC1)C(=O)c1ccc(-c2ccccc2)[nH]1 (stereo not drawn)
  -13	3	i	2	i	i	0	i	i	i	i
- CC(c1ccccc1)C1C(C#N)=C(N)SC(N)=C1C#N (stereo not drawn)
  -8	4	i	19	i	i	-5	i	i	i	i
- O=C(CN1CCCCCCC1)NC(=O)NC1CCCCC1
  -16	-1	i	1	i	i	2	i	i	i	i
- Cc1cccc(N2CC(C(=O)O)CC2=O)c1 (stereo not drawn)
  -9	-1	i	2	i	i	1	i	i	i	i
- COC(=O)NC(NC(=S)Nc1ccccc1OC)C(Cl)(Cl)Cl (stereo not drawn)
  -6	2	i	-2	i	i	0	i	i	i	i
- CC(C)(C)Nc1cccccc1=O
  -5	-8	i	-12	i	i	-4	i	i	i	i
